Assay outcomes (PubChem BioAssay)
RMI-FANCM inh: inhibitors of human RMI core complex binding to FANCM MM2. Fluorescence polarization, RMI core complex with F-MM2 peptide; stronger effect = lower value. FP signal (polarization) at 33 µM. 70,000 compounds, 0.58% hits; in the data active = FP signal below about 40; note: inactives centre near 61; strong numbers were not always called active; unit not given here
* = called active by the depositor; & = joins results of further samples. A portion of the library (hit frequency here may not be typical).

canonical_smiles,RMI-FANCM inh
COc1ccc(C(=O)Nc2nc3c(s2)CCCC3C(=O)NCc2ccccc2Cl)cc1 (stereo unspecified),66
Cc1ccc(NC(=S)NC(=O)c2ccccc2Cl)nc1,60
N#Cc1ccc(CSC2=NCN(Cc3ccccc3)CN2)cc1,59
CCCS(=O)(=O)c1ccc(N2CCN(Cc3ccccc3)CC2)nn1,64
Cc1cc(C)cc(C(=O)NCCn2cc(SCC(=O)NCCc3ccccc3)c3ccccc32)c1,59
COc1ccc(-c2nnc(NC(=O)c3ccc([N+](=O)[O-])o3)o2)c(OC)c1,60
Cn1nccc1C(=O)Nc1ccccc1S(C)(=O)=O,70
CC(=O)Nc1cc([N+](=O)[O-])ccc1O,68
O=S(=O)(NCC1CCN(C2CCCC2)CC1)c1ccccc1,73
CN(C)CCCN1C(=O)C(=O)C(=C(O)c2ccc(Cl)cc2)C12C(=O)N(C)c1ccccc12 (stereo unspecified),61
CCOc1ccc(CCNC(=O)Cn2cnc3c(sc4cccc(Cl)c43)c2=O)cc1OCC,62
CC(C)CCSc1nc2cc3c(cc2c(=O)n1Cc1ccco1)OCO3,59
COC(=O)c1ccc(NC(=O)Cn2c(C)cc(C)c(-c3nc(-c4cccc(Cl)c4)no3)c2=O)cc1,120
O=C(NC(=O)c1csnn1)Nc1nc2ccccc2s1,57
CN(C)S(=O)(=O)c1ccc(C(=O)NCCn2ncc3c(=O)n(Cc4cccc(Cl)c4)cnc32)cc1,67

(list continues)
canonical_smiles,RMI-FANCM inh
O=C(CCc1csc(NC(=O)Nc2cccc(Cl)c2)n1)NCCC1=CCCCC1,65
COc1cc(C(=O)OCn2c(SC)nnc(C)c2=O)c([N+](=O)[O-])cc1OC,54
O=C(NCc1ccco1)c1ccc(NS(=O)(=O)c2cccc(C(F)(F)F)c2)cc1,75
Cn1c(=NC(=O)c2ccc(Br)o2)sc2cc([N+](=O)[O-])ccc21,75
COc1ccc(CC(=O)NCCCn2nc(-c3ccc(Cl)cc3)ccc2=O)cc1OC,72
O=C(NCCn1ncc2c(N3CCN(c4ncccn4)CC3)ncnc21)c1cnccn1,60
N#Cc1nc(-c2ccccc2F)oc1N1CCN(C(=O)c2cccs2)CC1,64
O=c1cnnc(SCc2ccc(F)cc2)[nH]1,61
O=S(=O)(Oc1ccc2oc3ccccc3c2c1)c1cccc2cccnc12,61
O=c1c2ccccc2oc2nc(-c3ccccc3F)n(CCc3ccccc3)c(=O)c12,100
CN(C)CCN(C(=O)c1cccc2ccccc12)c1nc2cc3c(cc2s1)OCO3,90
O=S(=O)(NN1C2CSC1CS2)c1ccc(F)c(Cl)c1,57
COc1cc(C2C(C(N)=O)=C(C)Nc3ncnn32)ccc1OC(F)F (stereo unspecified),62
CC(Sc1nc(N)c(NC(=O)c2ccc(Br)o2)c(=O)[nH]1)C(=O)O (stereo unspecified),71
Cc1nc2c(SCC(=O)Nc3nccs3)nnc(-c3ccccc3)c2s1,58

Three compounds out of the list above, arranged by the value under RMI-FANCM inh, highest first:
canonical_smiles,RMI-FANCM inh
N#Cc1nc(-c2ccccc2F)oc1N1CCN(C(=O)c2cccs2)CC1,64
CN(C)CCCN1C(=O)C(=O)C(=C(O)c2ccc(Cl)cc2)C12C(=O)N(C)c1ccccc12 (stereo unspecified),61
O=C(NCCn1ncc2c(N3CCN(c4ncccn4)CC3)ncnc21)c1cnccn1,60

The list goes on:
canonical_smiles,RMI-FANCM inh
O=c1c(SCc2cccc(Cl)c2)nccn1-c1ccc(F)cc1,62
COc1ccc(S(=O)(=O)N2CCC(C(=O)Nc3nccs3)CC2)cc1,55
Cc1cc(-c2nnnn2-c2ccc(C(F)(F)F)cc2)no1,53
Cc1noc(C)c1S(=O)(=O)NCc1cc(F)cc2c1OCOC2,51
O=C(COC(=O)c1ccc(S(=O)(=O)NCc2ccco2)cc1)c1ccc(Cl)cc1,57
CCCCOC(=O)c1ccc(NC(=O)c2cc(=O)c(OCC)cn2C)cc1,61
Cc1ccc(S(=O)(=O)NC(=O)N2CCCN(c3ccc(C(F)(F)F)cn3)CC2)cc1,56
CCOC(=O)c1c(C)cc(O)c(C)c1O,54
C=CC1=C(C(=O)O)N2C(=O)[C@@H](NC(=O)C(=NOCC(=O)O)c3csc(N)n3)[C@H]2SC1,54
Cc1cc2c(SCC(=O)Nc3ccc(N(C)C)cc3)ncnc2s1,63
CCSc1nnc(NC(=O)CSc2nnc(CNC(=O)c3ccc(S(=O)(=O)N4CCCC4)cc3)n2-c2ccc(Br)cc2)s1,68
COC(=O)c1ccc(-c2csc(NC(=O)C3CCCN3S(C)(=O)=O)n2)cc1 (stereo unspecified),64
O=C(Nc1ccc2c(c1)CN(C(=O)C1CC1)CC2)c1ccco1,73
CS(=O)(=O)N1CCCC1C(=O)Nc1sc(-c2ccccc2)cc1C(N)=O (stereo unspecified),68
COc1cccc(OCC(=O)NCC(c2ccc3c(c2)CCCN3C)N2CCCC2)c1 (stereo unspecified),62

(next part)
canonical_smiles,RMI-FANCM inh
Cc1ccccc1C(=O)Nc1ccc(-c2ccc3nnc(-c4ccccn4)n3n2)cc1,66
COCCCNC(=O)NC1(C(F)(F)F)Oc2ccc(C(C)(C)C)cc2O1 (stereo unspecified),65
CN1CCN(c2nc(-c3ccc([N+](=O)[O-])cc3)nc3ccccc23)CC1,56
O=C(CSc1ccccn1)c1ccc(OCc2ccc(F)cc2)cc1,59
NC(=O)c1c(NC(=S)NC(=O)c2ccc(Cl)cc2Cl)sc2c1CCCC2,62
CCN(CC)CCN(C(=O)c1cc(Cl)sc1Cl)c1nc2cc3c(cc2s1)OCCO3,86
CCS(=O)(=O)c1nc2ccccc2n1Cc1ccccc1F,55
CCOc1ccccc1NC(=O)CN1CCN(Cc2nc(-c3cccs3)cs2)CC1,64
COc1ccc(OC)c(S(=O)(=O)Nc2ccc3c(c2)N(CCC(C)C)C(=O)C(C)(C)CO3)c1,65
COc1ccc2nc(N(CCN3CCOCC3)C(=O)c3ccc(Br)s3)sc2c1,54
O=c1[nH]nc(SCc2cc(=O)n3ccccc3n2)n2nc(-c3ccc(F)cc3)cc12,121
COc1ccc(S(=O)(=O)CCC(=O)Nc2nc3c(s2)COc2ccccc2-3)cc1,70
COc1ccccc1OCC(=O)Nc1ccc2c(c1)N(C)C(=O)C(C)(C)CO2,69
CC(C)CS(=O)(=O)Nc1ccc2c(c1)CCCN2S(=O)(=O)c1ccccc1,73
COc1ccc(NC(=O)CCSc2ccc(C)cc2)c([N+](=O)[O-])c1,56

Single entries from the results shown:
In RMI-FANCM inh, O=c1[nH]nc(SCc2cc(=O)n3ccccc3n2)n2nc(-c3ccc(F)cc3)cc12 has the entry 121
In RMI-FANCM inh, COc1ccc(NC(=O)CCSc2ccc(C)cc2)c([N+](=O)[O-])c1 has the entry 56
In RMI-FANCM inh, CCS(=O)(=O)c1nc2ccccc2n1Cc1ccccc1F has the entry 55
In RMI-FANCM inh, CCN(CC)CCN(C(=O)c1cc(Cl)sc1Cl)c1nc2cc3c(cc2s1)OCCO3 has the entry 86
In RMI-FANCM inh, COc1ccc2nc(N(CCN3CCOCC3)C(=O)c3ccc(Br)s3)sc2c1 has the entry 54

Going on with the list.
Structure	RMI-FANCM inh
O=C(NCCn1nc(-c2ccc(Cl)cc2)ccc1=O)NC1CCCCC1	66
Cc1c(CCOC(=O)CC23CC4CC(CC(C4)C2)C3)sc[n+]1CC(=O)c1ccccc1	61
CC(=O)Nc1ccc2nc(NC(=O)c3ccc4ccccc4c3)sc2c1	58
O=C(Cn1c(=O)n(Cc2cccs2)c(=O)c2ncccc21)NC1CCCCC1	79
Cc1nc2sc(C)c(C)n2c(=O)c1NC(=O)Cc1ccc(F)cc1	64
COc1ccc(NC(=O)Cc2c(C)nc(SC(C)c3ccccc3)[nH]c2=O)c(OC)c1 (stereo unspecified)	60
Oc1cc2c(cc1C(c1ccc(C(F)(F)F)cc1)N1CCOCC1)OCO2 (stereo unspecified)	57
CCc1nnc(NS(=O)(=O)c2ccc(NC(=O)C3CCCCC3)cc2)s1	53
CCc1ccc(NC(=O)Cn2cccc(-c3nc(-c4ccc(Br)cc4)no3)c2=O)cc1	120
Cc1ccc(-c2ccc(=O)n(Cc3nc(-c4ccc(Cl)cc4)no3)n2)cc1C	123
COC(=O)c1ccc(NC(=O)CSc2ncnc3ccccc23)cc1	67
COc1ccc(C(=O)NCC(c2ccc3c(c2)CCCN3C)N2CCOCC2)cc1OC (stereo unspecified)	57

(listing goes on)
Structure	RMI-FANCM inh
CC1CN(S(=O)(=O)c2ccc(C(=O)N(CCN(C)C)c3nc4cc5c(cc4s3)OCO5)cc2)CC(C)O1 (stereo unspecified)	74
C/C(=N\NC(=O)c1cc(-c2ccc(Cl)cc2Cl)n[nH]1)c1ccc([N+](=O)[O-])cc1	55
Cc1ccc(S(=O)(=O)N(C)C)cc1	56
COc1ccc(S(=O)(=O)N2CCCC2C(=O)Nc2nnc(-c3cc(C)nn3C)o2)cc1 (stereo unspecified)	69
COc1ccc(N2COC(C)c3nc4ccccc4n3C2)cc1 (stereo unspecified)	55
O=C(Nc1csc(-c2ccc(Oc3ccc(-c4nc(NC(=O)c5cc(Cl)sc5Cl)cs4)cc3)cc2)n1)c1cc(Cl)sc1Cl	65
CSc1ccccc1NC(=O)CCCn1nc(-c2ccc(Cl)cc2)ccc1=O	74
COCC(=O)Nc1cc(C)nn1-c1nc2c(cnn2-c2ccc(C)cc2)c(=O)[nH]1	67
CC(C)CCn1c(SCc2nc(-c3cccc(C(F)(F)F)c3)no2)nc2ccsc2c1=O	69
CCOC(=O)Sc1ccc2ccccc2c1	46
Cc1nnsc1-c1onc(C)c1C(=O)O/N=C(/N)c1cc(C(F)(F)F)cc(C(F)(F)F)c1	56&45
O=C(N/N=C\c1c[nH]c2ccccc12)c1ccccc1	62

(next part)
Structure	RMI-FANCM inh
OCC1(CO)CSC(Nc2ccc(F)cc2)=N1	56
CC1CCN(Cc2nc(-c3ccc(Cl)cc3)no2)CC1	54
COc1ccc(C(=O)NC(=Nc2c(C)cccc2C)SC)cc1	55
CCCCCc1cnc(-c2ccc(C#N)cc2)nc1	61
Cc1ccc2nc(C)c(NC(=O)CC3CCCCC3)c(=O)n2c1	70
CCOC(=O)c1c(NC(=O)c2ccccc2NS(=O)(=O)c2ccc(C)cc2)sc2c1CCCC2	56
CCOC(=O)C(=CNc1nc(-c2ccc(Cl)cc2)cs1)C(=O)OCC	58
COc1ccccc1Cn1cnc2c([nH]c3ccc(C)cc32)c1=O	71
COCCN1CCC(CNC(=O)CN2C(=O)c3ccccc3C2=O)CC1	70
Cc1cccc(CC(=O)Nc2ccc(-c3ccc(N4CCN(C)CC4)nn3)cc2)c1	65
COc1ccc(CCNC(=O)CSc2nc3sc(-c4ccccc4)cc3c(=O)n2-c2ccccc2)cc1OC	81
O=C(NCC(=O)N1CCOC(c2ccccc2)C1)c1c(F)cccc1F (stereo unspecified)	72

The list continues:
Structure	RMI-FANCM inh
Cc1ccc(-c2csc3c(=O)n(C)c(SCC(=O)NCc4ccccc4)nc23)cc1	63
CCOC(=O)c1c(SC)nc2c(C(F)(F)F)cccc2c1N1CCCC1	53
Cc1nc(-c2ccccc2)c(-c2ccccc2)s1	60
CCOc1ccc(-c2ccc(=O)n(CCNC(=O)C3c4ccccc4Oc4ccccc43)n2)cc1	70
CCc1ccc(S(=O)(=O)N2CCN(c3ccc4nnc(-c5ccco5)n4n3)CC2)cc1	81
O=C(O)/C=C\C(=O)Nc1cccc2ccccc12	-3*
O=C(COc1ccc2c(c1)OCO2)NCCCn1ncccc1=O	62
O=C(Cn1cnc2c([nH]c3ccc(Br)cc32)c1=O)N1CCN(c2ccccn2)CC1	113
COc1ccccc1-n1ncc2c(C)n[nH]c(=S)c21	67
C=CCN1C(=O)/C(=C/c2ccc(Cl)cc2)SC1=Nc1nccs1	60
NC(=O)/C(=C\c1cccs1)c1ccsc1	57
Cc1cc(NC(=O)C(C)Oc2ccccc2)n(-c2nc3c(cnn3-c3cccc(Cl)c3)c(=O)[nH]2)n1 (stereo unspecified)	60

Additional entries follow:
Structure	RMI-FANCM inh
N#Cc1c(Nc2ccccc2)[nH]c(=O)[nH]c1=O	54
COc1ccc(C)c2sc(NC(=O)c3ccn(C)n3)nc12	65
Nc1nnc(-c2ccccc2)s1	54
CC(C)(C)n1ccc(-c2cc(F)cc(F)c2O)n1	63
CC(NS(=O)(=O)c1cc2c3c(c1)CC(=O)N3CCC2)c1ccccc1 (stereo unspecified)	51
CN(C)C(=O)CSc1nnnn1-c1ccccc1	68
CCn1cc(SCC(N)=O)c2ccccc21	57
O=C(Cc1ccccc1)N(CCn1cccn1)c1nc2c(Cl)cccc2s1	66
Cc1ccc2c(c1)C(c1ccccc1)N(C(=O)c1ccccc1C)CC(=O)N2 (stereo unspecified)	64
Cc1cc(Cl)c(Cl)cc1S(=O)(=O)Nc1ccccc1C(=O)O	63
CCc1ccc2nc(N(CCCN(C)C)C(=O)c3ccc([N+](=O)[O-])cc3)sc2c1	68
COc1cccc(N2CC(C(=O)Nc3cc(C)nn3-c3nc(C)cc(=O)[nH]3)CC2=O)c1 (stereo unspecified)	56

3 entries from above, with the structure last:
RMI-FANCM inh	Compound
58	CCOC(=O)C(=CNc1nc(-c2ccc(Cl)cc2)cs1)C(=O)OCC
60	COc1ccc(NC(=O)Cc2c(C)nc(SC(C)c3ccccc3)[nH]c2=O)c(OC)c1 (stereo unspecified)
64	Cc1ccc2c(c1)C(c1ccccc1)N(C(=O)c1ccccc1C)CC(=O)N2 (stereo unspecified)

Additional compounds.
Structure	RMI-FANCM inh
c1ccc(N2CCN(CN3CCN(c4ccccc4)CC3)CC2)cc1	62
CC(=O)N1CCN(c2ccccc2)CC1	50
Cc1cc(C)c(S(=O)(=O)N2CCN(CCN3C(=O)c4cccc5cccc(c45)C3=O)CC2)c(C)c1	54
Cc1[nH]n(-c2ccccc2)c(=O)c1C(=O)c1ccc(S(=O)(=O)N2CCOCC2)cc1	69
O=C(CCn1c(=O)oc2ccccc21)NCc1cccs1	60
CCOc1ccc(C(=O)NCC2CCN(Cc3ccco3)CC2)cc1OCC	74
CCC(=O)Nc1ccc(SCC(=O)Nc2nnc(CC)s2)nn1	67
Oc1ccccc1-c1cncn1Cc1ccccc1	53
CCOC(=O)c1c(C)oc(=O)c(Br)c1C	51
Cc1cc(C)cc(NC(=O)CN2CCC(c3nc4ccccc4[nH]3)CC2)c1	60
Cc1nn(C2CCS(=O)(=O)C2)c2nc(-c3ccccc3)cc(C(=O)N3CCc4ccccc4C3)c12 (stereo unspecified)	75
